MCF10A rerep = A quantitative high throughput screen for small molecules that induce DNA re-replication in MCF 10a normal breast cells; MCF 10A DNA re-replication, Hoechst nuclear intensity, 48 h; Potency, µM (doses to about 46.1 µM), without a hit: at the highest dose activity, positive = re-replication, actives largely listed as activators; actives 2.9% (n = 350,000); note: potency is the fitted concentration of half-maximal effect; % of control where 0% means no effect; nearly all actives have a fitted effect of over 50% in size
ATXN2 expr inh = Primary qHTS for Inhibitors of ATXN expression | HEK-293 ATXN2-luciferase reporter, luminescence, 24 h | Potency, µM (titrated, usually from 57 µM), without a hit: at the highest dose activity change, negative = inhibition, actives largely listed as inhibitors | actives 0.72% (n = 360,000) | AID 1745845, 2022; note: potency is the fitted concentration of half-maximal effect; % is set by controls: 0 for no effect and ±100 for the full control effect; nearly all actives have a fitted effect of over 55% in size
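ATXN2-luciferase reporter cells (luciferase flanked by upstream and downstream ATXN2 gene portions) were treated 24 h at 37 °C with compounds at up to 57 uM. SteadyGlo luminescence gave expression; GF-AFC fluorescence gave viability.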
HT1080-NT tox = qHTS for induction of synthetic lethality in tumor cells producing 2HG: qHTS for the HT-1080-NT fibrosarcoma cell line; HT-1080-NT fibrosarcoma viability, CellTiter-Glo ATP luminescence, 48 h; Potency, µM (series often up to 46.1 µM), for the others: top-dose activity, negative = less viability, usual class: cytotoxic; actives 1.6% (n = 360,000);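 note: NT is the 2HG producing partner of a matched IDH1 knockdown line; potency is the fitted concentration of half-maximal effect; 0% = DMSO-treated cells and -100% = media-only wells without cells; nearly all actives have a fitted effect of over 55% in size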
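HT-1080-NT; 750 cells/well; 5% FBS RPMI; 48 h compound, 37 degrees C; CellTiter-Glo luminescence; curve fitting and curve-class assignment.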
KB-3-1 cytotox = qHTS assay for MDR1-selective chemotherapeutics: Primary screen using the parental adenocarcinoma cell KB-3-1; actives 1.4% (n = 400,000); Potency, µM (series often up to 46.1 µM), for inactives: top-dose activity change, negative = cytotoxic, hits mostly cytotoxic; KB-3-1 viability, CellTiter-Glo ATP luminescence, 72 h; note: potency is the fitted concentration of half-maximal effect; % is set by controls: 0 for no effect and ±100 for the full control effect; nearly all actives have a fitted effect of over 60% in size
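Parental KB-3-1 adenocarcinoma cells in phenol-red-free DMEM with 10% FBS were pin-treated with compounds at several concentrations, incubated 72 h at 37 °C, and viability read by CellTiter-Glo luminescence; concentration-effect curves were fitted after normalization.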
SW480 rereplic = A quantitative high throughput screen for small molecules that induce DNA re-replication in SW480 colon adenocarcinoma cells. actives 1.8% (n = 340,000). Potency, µM (series often up to 46.1 µM), for inactives: at the highest dose re-replication activation, actives largely listed as activators. SW480 DNA re-replication, Hoechst DNA content imaging, 48 h; note: potency is the fitted concentration of half-maximal effect; % of control where 0% means no effect; nearly all actives have a fitted effect of over 55% in size
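Image-based read-out: total Hoechst fluorescence of nuclei (405 nm excitation, 500-530 nm emission), with hits raising the fraction of high-intensity nuclei. SW480 colon cells incubated 48 hr with compounds at 37 C.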
HT1080 IDH1KD tx = qHTS for induction of synthetic lethality in tumor cells producing 2HG: qHTS for the HT-1080-IDH1KD cell line | HT-1080 IDH1 knockdown viability, ATP luminescence, 48 h | Potency, µM (doses to about 46.1 µM), inactives show at the highest dose activity, negative = toxicity, usual class: cytotoxic | actives 2% (n = 360,000);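 note: potency is the fitted concentration of half-maximal effect; 0% = DMSO wells and -100% = cell-free medium wells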
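Assay cells: HT-1080 with IDH1 knockdown, 750 per well, RPMI/5% FBS. Exposure: 48 h at 37 °C following 2 h pre-incubation. Read: CellTiter-Glo luminescence; fitted concentration-response, curve class assigned.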
ATXN viability = Viability Counterscreen for Primary qHTS for Inhibitors of ATXN expression; S2 cells (HEK-293 line with an ATXN2-luciferase reporter) viability, CellTiter-Fluor protease fluorescence, 24 h; Potency, µM (highest dose often 56.7 µM), most hits filed as cytotoxic; actives 0.49% (n = 400,000); AID 651635, 2014; note: potency is the fitted concentration of half-maximal effect; nearly all actives have a fitted effect of over 40% in size
IL-1B inflam inh = qHTS for Inhibitors of Inflammasome Signaling: IL-1-beta AlphaLISA Primary Screen; THP-1 LPS/ATP IL-1B secretion, AlphaLISA, 16 h; hits give low values; actives 4.7% (n = 360,000); activity change, % at 57.5 µM; in the data active = activity change below about -50%; inconclusive = mostly about -30% to -49%; note: % is set by controls: 0 for no effect and ±100 for the full control effect
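Secreted IL-1B measured by AlphaLISA bead assay after 16 h compound exposure of THP-1 cells; compounds (final up to 57.5 uM) added 1 h before LPS (250 ng/mL) and ATP (1.25 mM) stimulation; lower signal means less secretion.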
HepG2 viability = qHTS for Inhibitors of TGF-b: Cytotox Counterscreen; HepG2 CAGA-GFP viability, ATP luminescence, 18 h; AID 588856, 2011; actives 0.76% (n = 410,000); Potency, µM (highest dose often 46.1 µM), inactives show top-dose activity change, negative = cytotoxicity, most hits filed as cytotoxic; note: potency is the fitted concentration of half-maximal effect; some results filed as inactive show a strong effect at the top dose
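CellTiter-Glo luminescence gave cytotoxicity after 18 hours at 37 degrees C. The cells were HepG2 CAGA-GFP in 1% FBS DMEM, stimulated with 500 pg/mL TGF-beta after compound addition. %Activity was normalised to no-cell wells (complete cell-killing) and DMSO (no toxicity), and curves were fitted and classified.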
The depositor's hits bear a star; i = inactive; u = inconclusive; x = not tested or not shown; & = joins results of further samples; [ ] = another dose, or the depositor's remark. Unless noted, calls come from the whole dose curve; as a rule, active = well fitted curve in the direction sought with a large enough effect; inconclusive = small, poorly fitted or top-dose-only effect, or another doubt; inactive = no such curve, though single readings can be large; an effect the other way counts as inactive or inconclusive. No enrichment for hits (roughly 8.9% active in at least one column).

SMILES	MCF10A rerep	ATXN2 expr inh	HT1080-NT tox	KB-3-1 cytotox	SW480 rereplic	HT1080 IDH1KD tx	ATXN viability	IL-1B inflam inh	HepG2 viability
COc1ccccc1NC(=O)CSc1n[nH]c(Cc2ccccc2)n1	u	-3%	-16%	-22%	u	-12%	i	24	-71%
Cc1nn(-c2ccc(Cl)cc2Cl)c(C)c1C(=O)O	2%	-22%	15%	19%	9%	12%	i	14	4%
O=C(CCn1c(=O)sc2ccccc21)NCCN1CCOCC1	-1%	9%	11%	0%	-7%	2%	i	0	-27%
CCNS(=O)(=O)c1ccc(CCC(=O)NCc2ccc3c(c2)OCO3)cc1	-13%	-7%	2%	11%	-3%	7%	i	2	-1%
Cc1ccc(C)c(C2=NNC(=O)CC2)c1	-1%	-4%	12%	-12%	-13%	-2%	i	21	-2%
O=C(O)C1C2C=CC(C2)C1C(=O)NCCCN1CCCC1=O (stereo not given)	-7%	-18%	0%	2%	-11%	1%	i	-10	2%
NC(Cc1ccc(C(F)(F)F)cc1)c1csc(Nc2ncccn2)n1 (stereo not given)	x	-28%	u	0%	x	u	u	-53*	-30%
O=C(NC1CCCc2ccccc21)c1cn2ccccc2n1 (stereo not given)	9%	x	3%	-2%	-30%[inhibitor]	2%	i	13	18%
O=C(NCc1ccc2c(c1)OCO2)c1nc(Cn2cc([N+](=O)[O-])cn2)no1	-4%	-13%	5%	11%	-7%	-10%	i	9	-14%
COc1ccc(CNc2nc3nc(C)c(Cl)c(C)n3n2)cc1	7%	20%	6%	-3%	-3%	5%	i	73	23%
COc1ccc(C2=C(Nc3ccc(Br)c(C)c3)c3ccccc3C2=O)cc1	x	-16%	x	-11%	x	x	u	x	-38%
CSc1cc(-c2ccco2)oc1C(=O)c1ccco1	0%	-20%	1%	17%	-5%	-2%	u	-24	-23%
COc1ccc(/C=N/N2CCOCC2)cc1Cn1nc(C)c([N+](=O)[O-])c1C	u	-9%	-4%	0%	-31%[inhibitor]	-6%	i	0	-50%
COc1cc(OC)c(OC)cc1CNCc1ccc2c(c1)OCO2	-7%	x	-8%	0%	-1%	-7%	i	-11	-38%
COc1ccc(/C=C2\CCC/C(=C\c3ccc(OC)c(OC)c3OC)C2=O)c(OC)c1OC	13%	-25%	1%	-3%	1%	2%	i	0	-32%
COc1ccccc1/C=C/C=N/NC(=O)c1cnccn1	-43%[inhibitor]	20%	11%	8%	4%	-1%	i	-13	0%
COc1ccc(Br)cc1C1NC(=O)NC(C)=C1C(=O)N(C)C (stereo not given)	7%	x	-2%	-6%	-5%	2%	x	1	9%
CC(C)(C)OC(=O)N1CCC(Cc2cc(-c3cccnc3)no2)(C(=O)O)CC1	-1%	11%	10%	16%	-31%[inhibitor]	9%	i	33	-2%
Cc1nc(SCc2nc3ccc(F)cc3[nH]2)c2oc3ccccc3c2n1	u	u	x	u	-7%	x	u	x	-13%
COC(=O)C1=C(c2ccccc2)c2ccccc2S(=O)(=O)N1CC(=O)Nc1ccccc1C(F)(F)F	x	0%	x	-22%	x	x	i	x	-9%
COC(=O)c1ccccc1NC(=O)c1noc2c1CC(C(C)(C)C)CC2 (stereo not given)	-4%	1%	3%	-14%	-7%	2%	i	6	0%
CCn1cc(CNC(=O)c2cc(-c3ccccc3OC)nc3ccccc23)c(C)n1	u	14%	-10%	0%	u	-1%	i	-11	-10%
CCOC(=O)N1CCN(Cc2ccccn2)CC1	-1%	1%	9%	0%	-4%	22%	i	-17	11%
O=C(O)c1cc([N+](=O)[O-])ccc1NCCCc1ccccc1	-4%	9%	-23%	-1%	u	-2%	i	-6	5%
COc1cc(S(=O)(=O)N2CCCCC2)ccc1NC(=O)c1ccccc1Cl	2%	-4%	-18%	4%	-1%	-4%	i	-14	-22%
CC(Sc1nnnn1-c1ccccc1)C(=O)NC1CCCC1 (stereo not given)	3%	3%	7%	-3%	-2%	7%	i	-13	-31%
C=C(C)COc1ccc(-c2[nH]ncc2Oc2ccccc2OCC)c(O)c1	16µM*	u	u	u	u	26µM*	i	-63*	-89%
O=C(c1ccco1)N1CCN(c2ccc([N+](=O)[O-])cc2Cl)CC1	2%	4%	-6%	-5%	-3%	-4%	i	-5	-27%
COc1ccc(C2NC(c3ccc(OC)cc3OC)C(C)C(=O)C2C)c(OC)c1 (stereo not given)	-2%	x	4%	4%	-3%	5%	i	-14	20%
CCN(CC)c1cc2c(cc1F)c(=O)c(S(=O)(=O)c1ccccc1)cn2C	x	-8%	x	9%	x	x	u	x	4%

Entries of single compounds from above. Screens in order: MCF10A rerep, ATXN2 expr inh, HT1080-NT tox, KB-3-1 cytotox, SW480 rereplic, HT1080 IDH1KD tx, ATXN viability, IL-1B inflam inh, HepG2 viability
Record of C=C(C)COc1ccc(-c2[nH]ncc2Oc2ccccc2OCC)c(O)c1 : 16µM*, u, u, u, u, 26µM*, i, -63*, -89%
Record of COc1cc(S(=O)(=O)N2CCCCC2)ccc1NC(=O)c1ccccc1Cl : 2%, -4%, -18%, 4%, -1%, -4%, i, -14, -22%

Further records:
SMILES	MCF10A rerep	ATXN2 expr inh	HT1080-NT tox	KB-3-1 cytotox	SW480 rereplic	HT1080 IDH1KD tx	ATXN viability	IL-1B inflam inh	HepG2 viability
CC1CCc2cc(F)ccc2N1C(=O)c1cc2nc(-c3ccco3)cc(C(F)(F)F)n2n1 (stereo not given)	4%	-20%	-15%	-12%	0%	-16%	i	-4	-22%
Cc1cc(C)n2ncc(C(=O)Nc3cccc(O)c3)c2n1	-1%	6%	u	23%	-5%	20%	i	16	-28%
CC(C(=O)Nc1nc(-c2ccc(F)c(F)c2)cs1)N1C(=O)C2CC=CCC2C1=O (stereo not given)	13%	x	2%	3%	-7%	2%	x	-4	-4%
CCOC(=O)c1c(C)n(C)c2ccc(OC)c(NC(=O)CN3CCC4(CC3)OCCO4)c12	0%	2%	3%	0%	-1%	1%	i	18	-15%
O=C(NCC(c1ccco1)N1CCCC1)c1ccc(Cl)c(S(=O)(=O)N2CCc3ccccc32)c1 (stereo not given)	u	-26%	-25%	2.3µM*	u	u	u	-55*	-20%
COc1ccc(-c2cc(C(=O)O)c3sc(N4CCCCC4)nc3n2)cc1OC	1%	-4%	-6%	-4%	-4%	-1%	i	7	-19%
O=C(Nc1ccc(-n2nncc2-c2ccco2)cc1)c1ccc(F)cc1	26%	-1%	-10%	-4%	u	-16%	i	u	-19%
CCCCc1nnc(NC(=O)c2ccc3[nH]c(=O)c(=O)[nH]c3c2)s1	1%	x	-8%	-3%	5%	-7%	i	25	-4%
COc1ccc(CCNC(=O)COC(=O)c2ncc(Cl)c(Cl)c2Cl)cc1OC	-1%	-4%	-5%	x	6%	-2%	i	-17	-2%
CC(Sc1ccc(S(=O)(=O)N(C)C)cn1)C(=O)NC1CCCC1 (stereo not given)	4%	-9%	1%	-23%	16%	-6%	i	36	-1%
COc1ccccc1NC(=O)CSc1nnnn1-c1ccccc1OC	0.65µM*	-9%	-2%	-5%	-33%[inhibitor]	2%	i	14	1%
CS(=O)(=O)N1CCC(NC(=O)Nc2ccc(OC(F)(F)F)cc2)CC1	1%	-2%	4%	17%	-9%	17%	i	4	28%
CCN(CC)S(=O)(=O)c1ccc(C(C)NC(=O)C2CCCN2C(=O)c2cccs2)cc1 (stereo not given)	u	-11%	0%	-6%	x	3%	i	4	2%
CCN(CC)C(=O)c1ccccc1NC(=O)CN1C(=O)c2ccccc2S1(=O)=O	-4%	1%	-2%	2%	-5%	15%	i	-7	5%
COc1cccc(CNc2ncc(-c3ccccc3)n2C)c1	u	9%	u	u	u	u	i	9	-8%
Cc1ccc(C)c(NC(=O)CN(C)C(=O)c2ccc(S(=O)(=O)N3CCCCCC3)cc2)c1	4%	-2%	6%[9.24 µM]	-4%	-26%	-2%	i	-15	-4%
O=C(NCC1CCCO1)c1ccc(-c2ccccc2Cl)o1 (stereo not given)	-2%	43%[activator]	0%	-12%	-3%	2%	i	-24	-9%
COc1ccc(CNCCCSc2ncccn2)c(OC)c1	-9%	x	0%	-7%	-21%	-4%	i	-7	-5%
COc1cnc(NS(=O)(=O)c2ccc(N)cc2)nc1	u	-5%&24%&2%	1%	-8%	40%	0%	i	-18	-10%
CC(C)(C)S(=O)(=O)/C(C#N)=C/c1cccn1S(=O)(=O)c1ccccc1	x	5%	9%	0%	x	15%	i	22	-21%
COc1ccc(C(=O)N2CCN(S(=O)(=O)c3ccccc3)CC2)c(OC)c1	6%	25%	6%	7%	-8%	-5%	i	10	-5%
O=C1C(C2=NC(c3ccccn3)C3C(=O)N(c4ccc(Cl)cc4Cl)C(=O)C23)=C(O)c2ccccc21 (stereo not given)	u	-10%	6%	u	15%	-2%	i	21	0%
Cc1onc(-c2c(Cl)cccc2Cl)c1C(=O)Nc1ccc(N2CCOCC2)cc1	-1%	13%	11%	9%	-11%	0%	i	33	-4%
Cc1ccccc1NC(=O)/C(C#N)=C\c1cccnc1	-6%	2%	16%	9%	-1%	5%	i	-9	-15%
Cc1ccc(N2CC(C(=O)N3CCC4(CC3)CC(=O)c3ccccc3O4)CC2=O)cc1C (stereo not given)	2%	-22%	-8%	-1%	7%	-9%	i	-17	-10%
O=C(Cn1c(=O)oc2ccccc21)Nc1cccc(Cl)c1	0%	-1%	8%	-6%	1%	4%	i	-18	-35%
CCNC(=S)NNC(=O)c1nn(C)c(C)c1Cl	1%	x	16%	2%	-3%	14%	i	u	6%

From PubChem BioAssay
